Screens from PubChem.
RPL19A TOR yeast = modulators of TOR pathway RPL19A-GFP in S. cerevisiae. 330,000 tested, 0.3% active. S. cerevisiae RPL19A-GFP strain, flow cytometry, 3 h; hits give low values. percent response vs DMSO, % at 10 µM;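 active means percent response vs DMSO below 50%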;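 further: median channel GFP fluorescence of the barcoded RPL19A-GFP strain; ratio of sample median GFP to plate DMSO average so 100% = DMSO; lower means less RPL19A-GFP as with rapamycin TOR inhibition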
proCasp3 act = procaspase-3 (human) activation | P42574 | recombinant procaspase-3 D3A, Ac-DEVD-pNA absorbance 405 nm | activation, % at 8.5 µM | 330,000 tested, 0.11% active;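 active means activation above the mean of all tested compounds plus 3 SD, cut at about 21% in these data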;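 further: 0% = DMSO alone and 100% = DMSO wells spiked with extra 5 µM PC-3 D3A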
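assay system = Procaspase-3 D3A mutant | signal = absorbance at 405 nm, 0 and 120 min | times = 1 h preincubation plus 2 h reaction at 25 °C | repeats = single replicate | read-out = % activation between DMSO and enzyme-spiked controls | medium = Zinc-free HEPES saline buffer with Triton X-100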
CIT2 TOR yeast = yeast TOR pathway CIT2-GFP modulation. 320,000 tested, 0.065% active. GFP response vs DMSO, % at 10 µM. S. cerevisiae CIT2-GFP strain, flow cytometry, 3 h; 100 means same as DMSO wells. AID 2029;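 active means GFP response relative to DMSO above a set limit, near the screen mean plus 3 SD, cut at about 150% in these data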;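 further: ratio of well median GFP fluorescence to mean of DMSO wells on the plate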
AGP1 TOR yeast = alters AGP1-GFP fluorescence in TOR pathway yeast screen | 320,000 tested, 0.02% active | S. cerevisiae AGP1-GFP multiplex flow cytometry, 3 h; GFP as percent of DMSO wells | GFP response vs DMSO, % at 10 µM;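 active means GFP response relative to DMSO above a set limit, near screen average plus 3 SD, cut at about 150% in these data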;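 further: median GFP channel fluorescence of the gated AGP1 strain per well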
MEP2 TOR yeast = yeast TOR pathway MEP2-GFP modulation | 330,000 tested, 0.51% active | GFP response vs DMSO, % at 10 µM | S. cerevisiae MEP2-GFP strain, flow cytometry GFP, 3 h; 100% = DMSO control level;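 active means GFP response versus DMSO above a set limit, roughly screen mean plus 3 SD, cut at about 180% in these data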;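 further: median GFP fluorescence of the barcode-gated MEP2-GFP cells per well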
proCasp7 act = activates human procaspase-7, counter-screen for procaspase-3 activators. recombinant procaspase-7, Ac-DEVD-pNA absorbance 405 nm; D23A/D198A/D206A triple mutant, cannot self-cleave; scale: DMSO 0, 5 µM enzyme 100. activation, % at 8.5 µM. 330,000 tested, 0.093% active;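 active means percent activation above the screen-wide mean plus 3 SD, cut at about 25% in these data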
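Assay system: Uncleavable procaspase-7 mutant enzyme / Input: 2 µM procaspase-7 mutant as dispensed / Dosing: single nominal 8.5 µM compound dose, 0.8% DMSO final / Timing: 1 h enzyme–compound preincubation and 2 h substrate reaction, both 25 °C / Detection: p-Nitroaniline absorbance at 405 nm, read at 0 and 120 min / Replication: singlicate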
AHR activator = activators of human aryl hydrocarbon receptor. 320,000 tested, 2.5% active. P35869. activation, % at 5 µM. AHR-responsive luciferase reporter cells, luminescence. AID 2796; in the data active means activation above about 47%;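 further: 0% = vehicle wells and 100% = reference agonist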
Target sequence (P35869 whole entry, looked up): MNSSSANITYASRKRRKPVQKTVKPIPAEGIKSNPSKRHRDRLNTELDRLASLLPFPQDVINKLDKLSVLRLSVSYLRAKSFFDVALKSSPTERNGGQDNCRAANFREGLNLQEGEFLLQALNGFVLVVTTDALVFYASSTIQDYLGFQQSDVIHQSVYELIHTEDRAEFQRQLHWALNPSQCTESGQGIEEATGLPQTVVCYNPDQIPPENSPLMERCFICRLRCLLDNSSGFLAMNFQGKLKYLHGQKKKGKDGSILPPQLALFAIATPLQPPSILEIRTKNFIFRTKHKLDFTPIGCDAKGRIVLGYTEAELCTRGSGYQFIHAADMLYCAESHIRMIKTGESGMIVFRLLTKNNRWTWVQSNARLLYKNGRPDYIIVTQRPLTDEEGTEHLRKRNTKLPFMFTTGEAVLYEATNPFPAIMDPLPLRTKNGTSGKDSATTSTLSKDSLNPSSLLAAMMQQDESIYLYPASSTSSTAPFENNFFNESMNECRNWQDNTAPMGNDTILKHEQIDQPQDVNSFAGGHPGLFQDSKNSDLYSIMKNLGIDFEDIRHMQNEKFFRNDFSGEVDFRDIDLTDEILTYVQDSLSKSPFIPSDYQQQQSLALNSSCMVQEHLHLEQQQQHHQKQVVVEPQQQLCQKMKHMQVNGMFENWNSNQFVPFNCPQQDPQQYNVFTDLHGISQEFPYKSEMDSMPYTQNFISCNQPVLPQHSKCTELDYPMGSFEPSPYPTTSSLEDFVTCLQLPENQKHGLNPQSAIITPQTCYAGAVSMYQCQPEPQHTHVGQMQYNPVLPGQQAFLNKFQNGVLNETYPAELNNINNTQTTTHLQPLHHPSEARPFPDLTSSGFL
LAP4-GFP MLPCN = yeast TOR pathway LAP4-GFP modulation; S. cerevisiae LAP4-GFP multiplex, flow cytometry GFP, 3 h; median GFP as percent of DMSO wells; GFP response vs DMSO, % at 10 µM; 320,000 tested, 0.34% active; AID 2023;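 active means GFP response vs DMSO above a set limit, about the screen mean plus 3 SD, cut at about 150% in these data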
Active calls of the source: *; . = no result given; [ ] = remark or other dose. Hits appear at their usual frequency. About 3.5% of those tested had a hit in this group.

SMILES	RPL19A TOR yeast	proCasp3 act	CIT2 TOR yeast	AGP1 TOR yeast	MEP2 TOR yeast	proCasp7 act	AHR activator	LAP4-GFP MLPCN
CCCCn1c(CN2CCN(C(=O)c3ccco3)CC2)nc2c1c(=O)n(C)c(=O)n2C	105	4	99	102	96	-2	-1	101
CCNC(=S)NNC(=O)c1cc(-c2cccc(OCC)c2)nc2ccccc12	99	0	101	99	101	-1	10	105
Cc1cccc(C(C)C)c1NC(=O)COC(=O)C1CC(=O)N(Cc2ccccc2)C1 (configuration not stated)	109	8	99	119	99	8	3	126
Cc1ccc(NC(=O)CO/N=C/c2ccccc2C)c(C)c1	99	8	88	98	96	-4	1	98
Cc1ccccc1C(=O)NCCCn1ccnc1	102	2	98	99	103	-4	2	102
CC(c1nc2ccccc2o1)N1C(=O)c2ccccc2C1=O (configuration not stated)	96	1	91	96	96	6	0	100
O=C(Nc1nnc(SCc2ccc(Cl)cc2Cl)s1)C1COc2ccccc2O1 (configuration not stated)	98	4	102	106	101	0	4	100
CC1CCN(c2ccc(C(=O)NCCc3ccccc3)cn2)CC1	116	1	72	79	94	-8	1	85
CC(=O)N[C@H]1C(O)O[C@H](CO)[C@@H](O)[C@@H]1O (some centres not stated)	105	1	80	89	103	-1	-1	105
COC(=O)c1ccc(Nc2ncnc3c2cnn3-c2cccc(C)c2)cc1	99	-3	97	98	100	6	-2	93
Cc1cccc(NC(=O)c2c(O)c3ccccc3[nH]c2=O)c1	104	-3	105	106	107	-10	6	101
COc1ccc(-c2nc(=S)c3c(n2CCN2CCOCC2)CC(C)(C)OC3)cc1	100	-3	105	106	103	8	9	93
CC(C)(C)C(=O)NC(CC(=O)O)c1ccccc1 (configuration not stated)	104	7	111	113	99	4	1	98
CCOC(=O)c1ccccc1NC(=O)CN(c1ccccc1OC)S(C)(=O)=O	97	-4	97	95	101	-3	1	101
O=C(COC(=O)COc1ccc(Cl)cc1)Nc1ccc2c(c1)OCCO2	98	9	96	96	102	-5	0	101
COc1ccc(-c2sc3ccccc3c2-c2ccc(OCCN3CCCCC3)cc2)cc1	84	6	80	83	89	7	0	103
CC(C)Sc1nnc(NC(=O)c2ccco2)s1	106	4	103	102	103	-2	6	97
CC(C)S(=O)(=O)c1csc(C(=O)NNC(=O)Nc2ccccc2)c1Cl	95[may fluoresce green]	5	120[may fluoresce green]	104[may fluoresce green]	107[may fluoresce green]	2	1	116[may fluoresce green]
CCOC(=O)N1CCN(C(=O)Cc2cccc3ccccc23)CC1	111	-2	101	105	108	-5	-1	95
O=C(O)C1CC(=O)N(c2ccc3c(c2)OCCO3)C1 (configuration not stated)	94	-9	100	101	143	-5	-1	104
CC(=O)Nc1ccc(NC(=O)Cn2c(=O)n(-c3ccc(C)cc3)c(=O)c3oc4ccccc4c32)cc1	94	3	96	102	92	2	1	99
CN(Cc1cccc(F)c1)CC(O)COCc1ccccc1Cl (configuration not stated)	104	10	109	108	101	11	1	107
CCC(C(=O)NCCC(C)C)N(Cc1ccccc1Cl)C(=O)c1snc(C(N)=O)c1N (configuration not stated)	102	-3	96	96	98	2	4	84
CC1S/C(=N/N=C/c2ccco2)N(Cc2ccc(F)cc2)C1=O (configuration not stated)	101	7	93	103	100	4	3	110
O=C(c1cccnc1)N1CCN(c2c(Cl)cccc2[N+](=O)[O-])CC1	98	6	104	97	102	7	3	103
COc1cc(/C=N/n2c(SC)nnc(C(C)(C)C)c2=O)ccc1O	106	2	121	106	106	-3	-1	89
O=C(Cn1c(COc2ccccc2)nc2ccccc21)Nc1cccc(Cl)c1	102	2	94	92	100	-5	6	89
O=C(NCc1cccnc1)Nc1cccc(Cl)c1Cl	103	-6	98	99	103	9	42	93
CC1CCCC(C)N1/N=C/c1ccccc1F (configuration not stated)	101	-6	105	107	101	4	1	105
COC(=O)/C(C(C)=O)=C(\C=C\N(C)C)N(C)C	98	2	96	100	103	1	1	102
COc1cc(CC(=O)OCC(=O)NC2CCCC2)cc(OC)c1OC	101	2	98	100	99	-3	0	99
Cc1ccc(C2=NN(S(C)(=O)=O)C(c3ccc4nccnc4c3)C2)cc1 (configuration not stated)	99	8	104	103	108	4	17	97
Cc1ccc(Cl)cc1NC(=O)Cn1c(C)csc1=O	105	7	103	104	112	-9	2	124
COc1ccccc1C(=O)Nc1sc(C(=O)N2CCCC2)c(C)c1C#N	101	7	107	103	101	6	12	103
COc1cc(OC)cc(C(=O)NC(=S)N2CCN(c3ccc(C(F)(F)F)cc3[N+](=O)[O-])CC2)c1	104	-5	96	99	108	-26	38	102
O=C(Cc1ccccc1)NN1C(=O)C2C3C=CC(C3)[C@@H]2C1=O (some centres not stated)	104	2	103	98	98	-1	4	92
O=C(O)c1cccc(Cn2cc(Br)cn2)c1	95	8	91	95	94	1	-1	91
COC(=O)C1CN(C(=O)C(C)Oc2ccc(C)c(C)c2)c2ccccc2O1 (configuration not stated)	101	2	96	95	101	-9	3	93
CC1CCN(C(=O)/C(=C\c2ccccc2F)NC(=O)c2ccccc2)CC1	104	0	108	100	104	-2	2	96
O=C(CSc1cccc[n+]1[O-])N1CCCc2ccccc21	104	2	102	100	105	6	-2	89
COc1ccc(CNc2oc(COc3ccc(Cl)cc3)nc2C#N)cc1	100	8	99	93	101	8	5	105
CCOC(=O)C1=C(CS(=O)(=O)c2ccccc2)NC(=O)NC1c1ccc(OC)c(OC)c1 (configuration not stated)	96	-1	96	105	98	0	6	108
Clc1ccc(CN2CCCCCCC2)cc1Cl	97	0	99	99	94	3	-1	97
CC(=O)N1CCCN(Cc2cn(-c3cccc(C)c3)nc2-c2cccc(F)c2)CC1	94	3	78	102	93	5	8	96
CCOC(=O)c1cc2c(nc1N)CCCC2	95	-1	96	97	98	3	0	98
O=C(Nc1cccc(-c2nc3cccnc3s2)c1)c1ccc(Cl)nc1	102	-4	105	104	102	-4	68*	116
O=C1CSC(=S)N1/N=C/c1cc(Br)ccc1O	99	-15	99	98	104	-21	12	104
CC(C)N1CCC(n2nccc2NC(=O)c2ccc3c(c2)OCO3)CC1	108	-3	100	104	103	-3	-1	100

Structures above containing a COOH group:
SMILES	RPL19A TOR yeast	proCasp3 act	CIT2 TOR yeast	AGP1 TOR yeast	MEP2 TOR yeast	proCasp7 act	AHR activator	LAP4-GFP MLPCN
CC(C)(C)C(=O)NC(CC(=O)O)c1ccccc1 (configuration not stated)	104	7	111	113	99	4	1	98
O=C(O)C1CC(=O)N(c2ccc3c(c2)OCCO3)C1 (configuration not stated)	94	-9	100	101	143	-5	-1	104
O=C(O)c1cccc(Cn2cc(Br)cn2)c1	95	8	91	95	94	1	-1	91

Continued:
SMILES	RPL19A TOR yeast	proCasp3 act	CIT2 TOR yeast	AGP1 TOR yeast	MEP2 TOR yeast	proCasp7 act	AHR activator	LAP4-GFP MLPCN
CC12CCC(C(=O)N3CCN(Cc4ccccc4)CC3)(OC1=O)C2(C)C (configuration not stated)	91	9	97	91	88	6	-1	89
NC(=O)c1ccsc1NC(=O)CSc1nnc(NC2CC2)s1	99	0	99	102	99	17	6	91
FC(F)Oc1ccc(NC(=S)NCc2ccccc2)cc1Cl	99	0	95	101	103	-6	-2	105
CCOC(=O)NN1C(=O)c2ccccc2NC1c1ccccc1 (configuration not stated)	99	4	102	99	141	5	-1	111
COc1ccc(NC(=O)Nc2ccc(F)cc2F)c(C)c1	96	-6	93	104	105	-8	1	108
O=C(N/N=C/c1cccc([N+](=O)[O-])c1)c1cccc2cc[nH]c12	95	8	95	104	101	1	19	102
COCCCN1C(=O)C(O)=C(C(C)=O)C1c1cccc(F)c1 (configuration not stated)	97	10	96	99	93	-1	1	94
COc1ccc(CC(=O)OCC(=O)NCc2ccccc2Cl)cc1	96	2	95	96	99	-2	1	109
O=C(NCC1CCCO1)/C(=C/c1cn(-c2ccccc2)nc1-c1cccnc1)NC(=O)c1ccccc1 (configuration not stated)	103	-7	100	97	99	-11	20	93
COc1ccc(CNc2nc(=S)[nH]c3cc(OC)c(OC)cc23)cc1	106	0	108	105	108	0	10	99
COc1ccc(CN2CCN(CC3CC3)CC2CCO)c(C)c1C (configuration not stated)	104	8	102	96	108	-1	2	97
Cc1ccc(C(=O)CS(C)(=O)=O)cc1	78	-2	85	75	84	3	0	86

Results in MEP2 TOR yeast and CIT2 TOR yeast, for some of the entries so far:
| mol | MEP2 TOR yeast | CIT2 TOR yeast |
| --- | --- | --- |
| CC12CCC(C(=O)N3CCN(Cc4ccccc4)CC3)(OC1=O)C2(C)C (configuration not stated) | 88 | 97 |
| NC(=O)c1ccsc1NC(=O)CSc1nnc(NC2CC2)s1 | 99 | 99 |
| FC(F)Oc1ccc(NC(=S)NCc2ccccc2)cc1Cl | 103 | 95 |
| CCOC(=O)NN1C(=O)c2ccccc2NC1c1ccccc1 (configuration not stated) | 141 | 102 |
| COc1ccc(NC(=O)Nc2ccc(F)cc2F)c(C)c1 | 105 | 93 |

Further results.
SMILES	RPL19A TOR yeast	proCasp3 act	CIT2 TOR yeast	AGP1 TOR yeast	MEP2 TOR yeast	proCasp7 act	AHR activator	LAP4-GFP MLPCN
CCOc1ccccc1NC(=O)NCc1ccccc1	101	-4	94	103	101	-4	14	108
CNC(=O)CC1C(=O)N(c2ccc(Cl)cc2)C(=S)N1CCc1ccc(OC)c(OC)c1 (configuration not stated)	95	-8	94	100	105	-3	0	98
Cc1ccc(NC(=O)C(=Cc2ccc(C(=O)O)cc2)C(=O)Nc2ccc(C)cc2C)c(C)c1	103	-2	99	102	102	1	0	120
Cc1ccc(O)c(C(=O)CC(=O)c2cccc(F)c2)c1	101	-15	101	103	102	-36	-1	99
Cn1c(=O)n(CCc2ccccc2)c(=O)c2c1nc1n2CCCN1Cc1ccccc1	89	8	103	.	102	10	119*	85
O=C(CCn1nnc2ccccc21)Nc1nnc(-c2ccccc2F)s1	96	-3	96	96	116	-2	4	104
Cc1c2c([n+]3n1CCC3)CC(C)(C)CC2=O	97	3	95	104	101	-3	24	89
O=C(c1cccs1)N(CC1CCCO1)c1nc(-c2ccccc2)cs1 (configuration not stated)	102	-3	102	101	105	-9	12	105
CCCNC(=O)c1ccccc1NC(=O)CN(c1ccccc1OCC)S(C)(=O)=O	97	4	103	103	101	-2	-1	96
Cc1ccc(NC(=O)CCn2ccc([N+](=O)[O-])n2)nc1	97	-3	94	98	95	6	7	87
COc1ccccc1CN(C)C(=O)c1ccccc1Sc1ccccc1C#N	100	-8	94	97	105	-11	21	101
O=C(COC(=O)C1COc2ccccc2O1)Nc1ccccc1OC(F)F (configuration not stated)	107	-5	100	104	100	11	26	103
COC(=O)C1=C(C)N=C2SC(C)C(=O)N2C1/C=C/c1ccccc1 (configuration not stated)	101	-4	103	103	94	-1	5	92
COc1cc2c(cc1OC)C(Nc1ccccc1)=NC(C)(C)C2	99	-4	103	99	93	-3	6	94
Cc1ccc(/C=C/C(=O)c2nc3ccccc3[nH]2)cc1	94	-6	94	93	95	-5	0	110
CCOC(=O)c1c(CN2CCCCC2)n(C)c2cc(Br)c(OC)cc12	104	-3	106	99	107	-14	0	97
O=C(O)CCC1=C2c3ccccc3CCN2C(=O)CC1	98	5	100	97	95	6	3	93
